High-throughput results from PubChem BioAssay.
SRC1 TRFRET art = TR-FRET detection interference compounds, primary screen, artefact control for PPARgamma SRC-1 recruitment agonists, biochemical, TR-FRET emission ratio; TR-FRET detection artefact counter-screen; hits give high values; TR-FRET ratio at 8 µM; 99,000 tested, 0.34% active; AID 1051, 2008; in the data active means TR-FRET ratio above about 2300; further: inactives centre near 1800
SRC3 TRFRET art = TR-FRET detection interference compounds, artefact control for PPARgamma SRC-3 recruitment agonists, biochemical, TR-FRET ratio. TR-FRET artefact counter-screen, PPARgamma/SRC-3 format; hits give high values. TR-FRET ratio at 8 µM. AID 1048, 2008. 99,000 tested, 0.39% active; in the data active means TR-FRET ratio above about 2000; further: inactives centre near 1600
Starred values were filed as active, the others as inactive. Some of the compounds tested (hit frequency here may not be typical).

Results follow in this order: SRC1 TRFRET art, SRC3 TRFRET art
COc1ccc(C(=O)NC(NC(=O)c2ccc(OC)c(OC)c2)c2ccccc2F)cc1OC
→ 1793, 1548
O=C(Nc1cccc(C(F)(F)F)c1)C(SCCO)c1ccccc1 (centres undefined)
→ 1551, 1760
COC(=O)c1cc(C(=O)Nc2nnc(CC(C)C)s2)cc([N+](=O)[O-])c1
→ 1722, 1522
C[C@]1(C(=O)NCCN2CCOCC2)C=C[C@@H](Cc2ccccc2)N1C(=O)c1ccccc1
→ 1523, 1461
COc1cccc(OCC(=O)Nc2ccccc2-c2ccccc2)c1
→ 1679, 1619
Cc1ccc(N2NC(=O)/C(=C/C=C/c3ccco3)C2=O)cc1C
→ 1648, 1635
O=c1sc(Nc2ccccc2)nc2ccccc12
→ 1690, 1628
COc1ccccc1N1CCN(Cc2cccc(OC)c2OC)CC1
→ 1840, 1821
Cc1ccc(CCCOC(=O)C[N+]2(C)CCCCC2)cc1
→ 1644, 1718
CC(=O)N(CN1C(=O)CCC1=O)c1cccc(Cl)c1
→ 1896, 1562
COC(=O)CNC(=O)CSc1nnc2cc(C)c3ccccc3n12
→ 1940, 1675
CC1CC(C)(C)NC(=S)N1CC(=O)NCc1ccc(F)cc1 (centres undefined)
→ 1629, 1539
Cn1c(=O)c(C(=O)CCl)c(N)n(Cc2ccccc2)c1=O
→ 1777, 1527
Cn1c(SCC(=O)Nc2cccc(C(=O)O)c2)nnc1-c1cc2cc(Br)ccc2o1
→ 1863, 1340
COc1ccc(CNC(=O)c2ccc(SC)cc2OC)cc1
→ 1960, 1610
O=P(c1ccccc1)(c1ccccc1)c1nc(-c2ccccc2)oc1NCc1ccccc1
→ 1667, 1324
CCN1CCCC1CN(Cc1cc2ccc(C)cc2[nH]c1=O)C(=S)Nc1ccc(OC)cc1 (centres undefined)
→ 1515, 1543
O=C(O)CCS(=O)(=O)c1ccccc1Cl
→ 1954, 1675
O=C(O)CCCC(=O)NNC(=O)c1cccc(Br)c1
→ 1961, 1536
Cc1ccc(N/N=C(\C#N)C(=N)N2CCCCCC2)cc1
→ 1728, 1565
Cc1ccc(NC(=O)CN2CCCCC2)c2c1CC(C)(C)O2
→ 1833, 1705
NC(N)=NS(=O)(=O)c1ccc(N)cc1
→ 1601, 1774
Cc1cc(NC(=O)COC(=O)c2ccco2)no1
→ 1950, 1568
COc1ccccc1OCc1ccc(C(=O)NCC(C)C)o1
→ 1924, 1542
O=C(Nc1nnc(Cc2ccccc2)s1)c1cccnc1
→ 1653, 1517
Cc1ccccc1-c1nc(CN2CCSCC2)c(C)o1
→ 1563, 1460
O=C(CCC1CCCC1)N1CCN(C2CCCC2)CC1
→ 1831, 1324
COc1ccc(CN2CCNC(=O)C2CC(=O)NCCC2=CCCCC2)cc1OC (centres undefined)
→ 1633, 1560
COc1cccc(CN2CCN(Cc3c(C)nn(C(C)C)c3C)CC2CCO)c1 (centres undefined)
→ 1750, 1801
CCOC(=O)c1ccc(S(=O)(=O)Nc2ccccc2-c2nnn(CC)n2)cc1
→ 1515, 1603

Results follow in this order: SRC1 TRFRET art, SRC3 TRFRET art
Cc1cc(NC(=O)/C(C#N)=C/c2ccc(-c3cccc(C(F)(F)F)c3)o2)n(-c2ccccc2)n1
→ 1852, 1497
Cc1cc(NC(=O)c2ccc(Cl)cc2)c(C)cc1O
→ 1521, 1515
CCOC(=O)c1[nH]c2ccc(OC)cc2c1NC(=S)N1CCN(c2ccccc2)CC1
→ 2125, 1750
O=c1[nH]c(Cc2ccc(F)cc2)nc2scc(-c3ccc(F)cc3)c12
→ 1889, 1604
O=C(/C=C/c1ccccc1)NC(=S)N1CCSCC1
→ 1649, 1495
CCOC(=O)Cn1c(=NC(=O)c2cc(-c3cccs3)nc3ccccc23)sc2cc(S(N)(=O)=O)ccc21
→ 1942, 2342*
O=C(COc1ccccc1Cl)Nc1cc(Cl)ccc1O
→ 2168, 1506
Nc1cc(=O)nc(SCC(=O)Nc2ccccc2)n1-c1ccccc1
→ 1761, 1688
O=C(O)CCCn1cc(NC(=O)c2ccc(Br)o2)cn1
→ 1810, 1534
Nc1c(-c2ccccn2)cnn1-c1nc(-c2ccc(F)cc2)cs1
→ 1775, 1450
Cc1ccccc1C(=O)NNC1CC(=O)N(c2ccc3c(c2)OCCO3)C1=O (centres undefined)
→ 1841, 1623
Nc1ccc2oc3ccccc3c2c1
→ 1794, 1559
CCc1ccc(N(C(C)=O)c2nc(CCl)cs2)cc1
→ 1897, 1575
COc1ccccc1N=C(C)C1=C(O)CC(c2ccccc2)CC1=O (centres undefined)
→ 1665, 1631
COC(=O)c1c(NC(=O)CN2CCC3(O)CCCCC3C2c2ccccc2OC)sc(C)c1C (centres undefined)
→ 1572, 1417
O=C(Nc1cccc(S(=O)(=O)N2CCCCC2)c1)c1cnccn1
→ 1826, 1510
CCOc1ccc(NS(=O)(=O)c2ccc(OC)c(NC(=O)c3ccc4c(c3)OCCO4)c2)cc1
→ 1734, 1643
Cc1nc(C)c(-c2csc(Nc3cccc(O)c3)n2)s1
→ 1746, 1533
COc1ccc(CNC(=O)c2cc(SC)ccc2Cl)cc1OC
→ 1667, 1468
CCn1cc(C(=O)NCc2ccccc2OC)c(=O)c2cc(S(=O)(=O)N(C)C)ccc21
→ 1999, 1754
N#CCC(=O)Nc1ccc(C(=O)OCC(=O)N(Cc2ccccc2)C2CCS(=O)(=O)C2)cc1 (centres undefined)
→ 1993, 1553
Cc1cc(C)c[n+](C2=C([O-])c3ccccc3C(=O)/C2=N\S(=O)(=O)c2cccs2)c1
→ 1722, 1473
O=C(Cn1cnc2ccccc2c1=O)NCC(=O)N1CCN(Cc2ccc3c(c2)OCO3)CC1
→ 1627, 1908
Cc1cc(C(=O)Oc2cccnc2)ccc1[N+](=O)[O-]
→ 1976, 1776
Cc1cc(CN(C)C(=O)c2cc(COc3ccc(F)cc3Cl)on2)n[nH]1
→ 1798, 1527
COc1ccccc1N1C[C@@H]2C[C@@H](c3ccco3)N3CCC[C@@]23C1=O
→ 1912, 1533
CC1Cc2ccccc2N1S(=O)(=O)c1cccc(C(=O)NC2CC2)c1 (centres undefined)
→ 1784, 1383
CCc1ccc2c(CN3CCN(S(=O)(=O)c4cccs4)CC3)cc(=O)oc2c1
→ 1752, 1576
Cc1ccc(-n2ncc3c(SCC(=O)NNC(=O)c4ccco4)ncnc32)cc1
→ 2288, 1477
COCCNC(=S)N/N=C(\C)c1ccc2cc(OC)ccc2c1
→ 1903, 1528

Results follow in this order: SRC1 TRFRET art, SRC3 TRFRET art
CCNC(=S)N1C2CCC1CC(NC(=O)Nc1ccc(C(=O)OCC)cc1)C2 (centres undefined)
→ 1650, 1548
O=C(CSC1=NCCN1)Nc1ccccc1[N+](=O)[O-]
→ 1989, 1480
O=C(COC(=O)Cc1ccc(Cl)cc1)Nc1ccccc1-c1ccccc1
→ 1719, 1682
O=C(COC(=O)C1CC2C=CC1C2)Nc1ccccc1F (centres undefined)
→ 1742, 1630
CCOc1ccc(CNC(=S)N/N=C/c2ccc(OC)c(OC)c2)cc1
→ 1817, 1625
N#C/C(=C\c1ccc(O)c(O)c1)C(=O)N1CCCC1
→ 1971, 1522
CC(=O)c1cccc(NC(=O)c2c(C)nn(-c3ccccc3)c2Cl)c1
→ 1809, 1531
C/C(CC(=O)NC12CC3CC(CC(C3)C1)C2)=N\NC(=O)c1ccc(C)cc1
→ 1452, 1587
CCc1nnc(NS(=O)(=O)c2ccc(NC(=O)/C=C/c3ccc(F)cc3)cc2)s1
→ 1953, 1511
O=C(CCSc1ccccc1)NCCSCc1ccco1
→ 1804, 1617
O=C(CCCCCn1c(=S)[nH]c2ccc(N3CCOCC3)cc2c1=O)NCc1cccc(Cl)c1
→ 2039, 1631
CN(C)S(=O)(=O)c1ccc(C(=O)OCC(=O)Nc2sc3c(c2C#N)CCCCC3)cc1
→ 1922, 1595
CCC(=O)Nc1c(C)ccc2nsnc12
→ 2115, 1568
COc1ccc(CCNC(=O)C(=O)Nc2ccc3c(c2)OCO3)cc1OC
→ 1778, 1307
CCN(CC)C(=O)/C(=C/c1ccc2c(c1)OCO2)NC(=O)c1ccc(Br)cc1
→ 1633, 1395
COCCCNC(=O)CNC(=O)c1cn(-c2ccccc2OC)c(=O)c2ccccc12
→ 1472, 1534
CCOc1ccc(-c2nc3n(c(=O)c2C#N)CCS3)cc1
→ 1725, 1614
COc1ccc2nc(/C(C#N)=C\c3ccc(C(=O)O)cc3)[nH]c2c1
→ 1784, 1577
COc1ccc(-c2nc3ccccc3n2OCC(=O)O)cc1
→ 2085, 1524
CC(C)(C)c1cnnn1-c1ccc(/C=N/Nc2ccc([N+](=O)[O-])cc2)cc1
→ 1538, 1679
Cc1[nH]c2ccccc2c1C(C[N+](=O)[O-])c1cccs1 (centres undefined)
→ 1700, 1487
CCCn1c2ccccc2c2nnc(SCC(=O)Nc3c(C)n(C)n(-c4ccccc4)c3=O)nc21
→ 1811, 1589
CCOc1cc(N2CCOCC2)c(OCC)cc1NC(=O)COC(=O)c1cc(C)cc(C)c1
→ 2015, 1566
C/C(Cl)=C\Cn1c(O)c(N=NC(N)=S)c2ccccc21
→ 1850, 1450
O=[N+]([O-])c1ccccc1S(=O)(=O)NC1CCCC1
→ 1685, 1658
C=CCNc1ncnc2c1cnn2-c1ccc(C)cc1C
→ 1829, 1601
NNc1ccccc1C(F)(F)F
→ 1882, 1475
O=C(CSc1nc(O)c(C2CCCCC2)c(=O)[nH]1)N1CCOCC1
→ 1736, 1502
CC(=O)c1cccc(NC(=O)Nc2cc3sccc3n2C)c1
→ 1899, 1539
Cc1ccc(S(=O)(=O)CCC(=O)OC(C)C(=O)c2c(C)[nH]c3ccccc23)cc1 (centres undefined)
→ 1813, 1271

Results follow in this order: SRC1 TRFRET art, SRC3 TRFRET art
COc1ccc(S(=O)(=O)N2CCOCC2)cc1NC(=O)CSc1n[nH]c(=O)n1C1CC1
→ 1790, 1726
O=C(N/N=C/c1ccc(Cl)c([N+](=O)[O-])c1)c1cc(-c2ccccc2)nc2ccccc12
→ 1968, 1564
COc1ccc(-n2c(-c3ccc(Br)cc3)c[n+]3c2CCc2ccccc2-3)cc1
→ 2065, 1704
COc1ccc(C2CC(c3ccccc3)=NN2c2ccc(Cl)c(C(=O)O)c2)cc1 (centres undefined)
→ 1651, 1488
c1ccc2c(c1)nc1sccn12
→ 2235, 1676
CC(C)Nc1nc(Cl)nc(N(C#N)CN2C(=O)c3ccccc3C2=O)n1
→ 2035, 1666
CNC(=S)SCCOc1ccccc1C
→ 1872, 1533
COc1ccc(N2CCN(C(=O)CSc3nc4[nH]ncc4c(=O)n3-c3ccc(Br)cc3)CC2)cc1
→ 1767, 1589
Cc1scc(C(=O)NNC(=S)NCC2CCCO2)c1-c1ccccc1 (centres undefined)
→ 1810, 1653
CNC(=O)COC(=O)/C=C/c1nc2ccccc2s1
→ 1741, 1559
O=C(NCCc1c[nH]c2ccccc12)c1cc2ccccc2oc1=O
→ 2030, 1558
COc1cc(-c2n[nH]c(=S)n2-c2ccc(C)cc2)cc(OC)c1OC
→ 2119, 1949
O=C(Nc1ccc(OC(F)(F)F)cc1)c1ccc(-n2cncn2)nc1
→ 1708, 1448
CCOC(=O)c1sc2nc(C)nc(SCC(=O)NC3CCS(=O)(=O)C3)c2c1C (centres undefined)
→ 1911, 1579
CC(=O)N1CC=C2C(C#N)=C(N)C(C#N)(C#N)C(CCc3ccccc3)C2C1 (centres undefined)
→ 1603, 1485
O=C(COC(=O)/C=C/c1ccc(Cl)cc1Cl)Nc1ccc2c(c1)OCCO2
→ 1721, 1781
COCCCNc1ccnc2c(Cl)cccc12
→ 1841, 1494
CCOc1ccc(NC(=O)CC2C(=O)N(c3ccc(OC)cc3)C(=O)N2CCc2ccc(OC)c(OC)c2)cc1 (centres undefined)
→ 1785, 1524
Nc1nc(Nc2cccc(F)c2)nc2ccccc12
→ 1907, 1506
COc1cc2cccc(OC)c(=O)c2c(O)c1OC
→ 1983, 1498
CC(=O)Nc1ccc(S(=O)(=O)NCC2CCC(C(=O)NCc3ccccc3)CC2)cc1 (centres undefined)
→ 1836, 1788
O=C(COC(=O)c1ccc(Sc2ccccc2)c([N+](=O)[O-])c1)NC1CCS(=O)(=O)C1 (centres undefined)
→ 1885, 1469
O=C(Nc1cccnc1)NC1CCCCC1
→ 1875, 1740
Cc1ccc(S(=O)(=O)CC(c2ccccc2)N2CCCCC2)cc1 (centres undefined)
→ 1953, 1419
CCCc1nc(SCC(=O)NNC(=O)c2ccc(OC)cc2)c2ccccc2n1
→ 1835, 1600
Cc1cccc(C)c1NC(=S)N(c1ccccc1)C(C)C
→ 1841, 1784
CCc1cc2cc3c(cc2nc1SCC(=O)OC(C)C)OCO3
→ 1749, 1749
COc1ccc(/C=C/C(=O)c2oc3ccc(F)cc3c2C)cc1
→ 1912, 1758
O=C(CCCOc1ccc(Cl)cc1Cl)NNC(=O)C1CCC1
→ 1654, 1433
NS(=O)(=O)c1ccc(NC(CNS(=O)(=O)c2ccccc2)c2ccccc2)cc1 (centres undefined)
→ 2038, 1585

Results follow in this order: SRC1 TRFRET art, SRC3 TRFRET art
O=C(Nc1ccc(Cl)c(Cl)c1)Nc1cc(C(=O)NC2CC2)ccc1Cl
→ 1701, 1514
Cn1c(CCCOc2ccc(Cl)cc2Cl)nnc1SCC(=O)Nc1ccc(F)c(Cl)c1
→ 1536, 1360
CN(CCO)C1=NS(=O)(=O)c2cc([N+](=O)[O-])ccc21
→ 1907, 1708
COc1cc(NC(=O)CCNS(=O)(=O)c2ccc3c(c2)CCC(=O)N3)cc(OC)c1
→ 1728, 1543

Whole records from above. Values in the order: SRC1 TRFRET art, SRC3 TRFRET art
CN(CCO)C1=NS(=O)(=O)c2cc([N+](=O)[O-])ccc21 reads 1907, 1708
Cn1c(CCCOc2ccc(Cl)cc2Cl)nnc1SCC(=O)Nc1ccc(F)c(Cl)c1 reads 1536, 1360
COc1cc(NC(=O)CCNS(=O)(=O)c2ccc3c(c2)CCC(=O)N3)cc(OC)c1 reads 1728, 1543
O=C(Nc1ccc(Cl)c(Cl)c1)Nc1cc(C(=O)NC2CC2)ccc1Cl reads 1701, 1514
